# L3MBTL1 inh – L3MBTL1 (human) inhibition; Q9Y468; AlphaScreen L3MBTL1–H3K9me1 peptide binding; Potency, µM (top dose mostly 57.1 µM), without a hit: at the top dose activity, negative = inhibition, actives largely listed as inhibitors; 230,000 compounds, 0.66% hits; AID 485360; active means well fitted inhibition curve with a large enough effect; inconclusive means small, poorly fitted or top-dose-only effect; inactive means no such curve, though single readings can be large or run the other way; further: nearly all actives have a fitted effect of over 60% in size
# Target sequence (Q9Y468 whole entry, looked up): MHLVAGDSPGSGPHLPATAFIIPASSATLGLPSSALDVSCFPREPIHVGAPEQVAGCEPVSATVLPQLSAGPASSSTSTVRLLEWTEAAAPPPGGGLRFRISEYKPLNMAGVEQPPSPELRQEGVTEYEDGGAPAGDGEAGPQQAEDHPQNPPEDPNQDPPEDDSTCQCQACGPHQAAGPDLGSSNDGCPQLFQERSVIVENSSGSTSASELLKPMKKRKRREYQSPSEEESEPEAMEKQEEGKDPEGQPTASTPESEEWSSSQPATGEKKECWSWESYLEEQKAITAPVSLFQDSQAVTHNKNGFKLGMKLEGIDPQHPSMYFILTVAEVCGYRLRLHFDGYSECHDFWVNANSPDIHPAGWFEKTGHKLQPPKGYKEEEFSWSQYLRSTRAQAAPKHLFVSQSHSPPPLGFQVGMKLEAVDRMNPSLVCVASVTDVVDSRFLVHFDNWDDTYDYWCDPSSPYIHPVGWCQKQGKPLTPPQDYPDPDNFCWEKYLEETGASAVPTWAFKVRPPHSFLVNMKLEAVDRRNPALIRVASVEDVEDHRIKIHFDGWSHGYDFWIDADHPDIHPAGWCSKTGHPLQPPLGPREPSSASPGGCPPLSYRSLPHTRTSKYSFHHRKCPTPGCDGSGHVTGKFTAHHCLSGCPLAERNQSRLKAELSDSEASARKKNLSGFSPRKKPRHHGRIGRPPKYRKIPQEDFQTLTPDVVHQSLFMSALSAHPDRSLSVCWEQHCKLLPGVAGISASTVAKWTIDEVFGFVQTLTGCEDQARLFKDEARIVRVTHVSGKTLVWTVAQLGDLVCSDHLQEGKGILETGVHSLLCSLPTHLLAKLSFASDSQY
#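 First, the protein-peptide complex forms for 30 min at room temperature (L3MBTL1 50 nM, biotinylated H3K9me1 peptide 75 nM). Next, compounds are pin-transferred and incubated 30 min. Finally, AlphaScreen beads are added and read after 30 min.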
# An asterisk follows results filed as active; ? = inconclusive; [ ] = dose if it differs, or a comment. On the % scale 0 is the no-effect control and ±100 the full control effect; potency means the concentration at half of the fitted maximal effect. Only part of the results is shown, so the mix of outcomes need not match the whole.
SMILES,L3MBTL1 inh
Cc1ccccc1NC(=O)CCN1CCN(C)CC1,7%
Cc1ccc(C)c(NC(=O)c2cnccn2)c1,-2%[2.29 µM]
CN1C(=O)CC(c2ccccc2)CC1=O,9%
CCOC(=O)C1=C(COc2ccccc2)NC(=O)NC1c1ccc(Cl)cc1 (stereo not drawn),1%
CC1CCCN(C(=O)CN2C(=O)NC(C)(c3ccc4ccccc4c3)C2=O)C1 (stereo not drawn),3%
Cc1c(NS(=O)(=O)c2cc(C(=O)NCCc3ccc(F)cc3)cc(Cl)c2Cl)c(=O)n(-c2ccccc2)n1C,6%
O=C(CCNC(=O)c1ccc(Cl)cc1)Nc1ccc(S(=O)(=O)N2CCCCC2)cc1,-3%
CCOc1ccc(NC(=O)Cn2nnc(-c3ccc(C(N)=O)cc3)n2)cc1S(=O)(=O)N1CCCC1,-7%
CCOc1ccc(C(=O)N2CCN(S(=O)(=O)c3ccc4c(c3)OCCO4)CC2)cc1OCC,-10%
O=c1c(-c2ccc(O)cc2)coc2c([C@@H]3O[C@H](CO)[C@@H](O)[C@H](O)[C@H]3O)c(O)ccc12,8%
C=C(C)C(COc1c2occc2cc2ccc(=O)oc12)OC(C)(C)C(O)COc1c2occc2cc2ccc(=O)oc12 (stereo not drawn),-4%
CCOc1ccccc1CN1CCCC(CNC(=O)Cc2ccc(OC)cc2)C1 (stereo not drawn),5%[2.29 µM]
COC(=O)[C@]1(CC(C)C)N[C@H](c2ccc(-c3ccc(OC)cc3)cc2)[C@@H]2C(=O)N(C)C(=O)[C@@H]21,-2%
CCCCCCSc1cc(-c2nc3ccc(C)cn3c2NCCCC)ccc1OC,-6%
CC(=O)C(C)n1c(CN(C)Cc2ccccc2)nc2c1c(=O)n(C)c(=O)n2C (stereo not drawn),1%
CN(Cc1ccccc1)C(=O)c1ccc(NC(=O)C2CCCN(C(=O)OC(C)(C)C)C2)cc1 (stereo not drawn),4%
CCOc1ccc(NS(=O)(=O)c2ccc(C(=O)NCC(c3cccs3)N3CCOCC3)cc2)cc1 (stereo not drawn),2%
COc1ccc(N=C2C(=O)Nc3ccc(C)c(Br)c32)cc1,-11%
Cc1onc(-c2c(F)cccc2Cl)c1C(=O)OCc1nnc(-c2ccccc2)o1,6%
C=CCSc1nc2sc3c(c2c(=O)n1CC)CCC3,-11%
CCOc1ccc(OCC)c(S(=O)(=O)n2ccnc2C)c1,-2%
COc1ccccc1C(=O)COC(=O)Cc1n[nH]c(=O)c2ccccc12,-8%
CC(C)CN1CCC(=O)N([C@H](CO)Cc2ccccc2)CC1,-2%
O=C(COC(=O)c1ccccc1O)NC(=O)NCc1ccccc1,10%
CC(=O)c1ccc(NC(=O)C(C)OC(=O)CCN=C2NS(=O)(=O)c3ccccc32)cc1 (stereo not drawn),4%
# Continuation:
SMILES,L3MBTL1 inh
Cc1ccc(OCCC(=O)N(CCC(C)C)c2c(N)n(Cc3ccccc3)c(=O)[nH]c2=O)cc1,-1%
CCCN(CC(=O)Nc1ccc(F)c(F)c1F)CC(=O)Nc1c(C)n(C)n(-c2ccccc2)c1=O,0%
Cc1ccccc1OCCC(=O)N(CC(=O)Nc1ccccc1C(F)(F)F)Cc1ccco1,-6%
O=C1NC(Cc2ccccc2)c2nc3ccc(Br)cc3c(=O)n2-c2cc(Cl)ccc21 (stereo not drawn),-2%
CC1CN(C(=S)Nc2ccccc2F)CC(C)O1 (stereo not drawn),-1%
Cc1ccoc1C(=O)Nc1cccc2ccccc12,2%
CC(C)=CCC/C(C)=C/CNC(=O)C[C@H]1C[C@H](C(=O)N2CCCCC2)[C@@]2(CCc3ccccc3)c3[nH]c4cc(CCC(=O)N(C)C)ccc4c3CCN2C1=O,-11%
Cn1c(SCC(=O)Nc2ccc3c(c2)OCCO3)nnc1-c1cccnc1,-6%
O=C(Nc1ccccc1)c1nc[nH]c1C(=O)NCCCCNC(=O)c1[nH]cnc1C(=O)Nc1ccccc1,-4%
O=[N+]([O-])c1cccc(C2CC(c3ccccc3)=NN2c2ccccc2)c1 (stereo not drawn),-28%
COc1ccc(CC(=O)OCC(=O)NC2CCCC(C)C2C)cc1OC (stereo not drawn),5%
CCOC(=O)CN1C(=O)S/C(=C\c2ccc(-c3ccc(C(=O)O)c(Cl)c3)o2)C1=O,28µM*
O=C(NCCc1ccco1)C(=O)NCCC1CCCCN1S(=O)(=O)c1ccccc1 (stereo not drawn),-4%
CCN(CC(=O)Nc1c(F)cccc1F)C(=O)/C=C/c1ccc(C)o1,-12%
Cc1cc(NC(=O)CSCC(=O)Nc2nc3c(C)cccc3s2)no1,-6%
O=C(CN1CCN(c2ccccc2O)CC1)Nc1ccc2c(c1)OCCCO2,0%
Cc1ccccc1OCC(=O)OCC(=O)c1ccc[nH]1,-7%
Cc1nn(-c2ccccc2)c(C)c1CN(C)C(=O)c1ccc(S(=O)(=O)NCc2ccco2)cc1,1%
CCOC(=O)N1CCN(S(=O)(=O)c2ccc(NC(C)=O)cc2)CC1,-5%
Cc1nc2ccc(C(=O)OCC(=O)N(C)c3ccccc3)cc2nc1C,3%
Cc1nc(NC(=O)CN2CCOCC2)sc1C(=O)N(C)C,4%
COc1ccc(CN(C)CC2CCCN(CCc3ccc(F)cc3)C2)cc1OC (stereo not drawn),2%
O=C(OCc1ccccc1Cl)C1CC(=O)N(Cc2ccco2)C1 (stereo not drawn),-2%
CC(C)c1ccccc1OCC(=O)N(C)CC(=O)Nc1ccc(F)cc1,2%
CCC1CCC2(CC1)NC(=O)N(CC(=O)Nc1cccc(S(=O)(=O)N(C)c3ccccc3)c1)C2=O (stereo not drawn),-5%

# Among those listed so far, these contain an aryl thioether with sulfur outside any ring.
SMILES,L3MBTL1 inh
CCCCCCSc1cc(-c2nc3ccc(C)cn3c2NCCCC)ccc1OC,-6%
C=CCSc1nc2sc3c(c2c(=O)n1CC)CCC3,-11%
Cn1c(SCC(=O)Nc2ccc3c(c2)OCCO3)nnc1-c1cccnc1,-6%

# Additional results.
SMILES,L3MBTL1 inh
COc1ccc(S(=O)(=O)Nc2ccc3c(c2)C(=O)N([C@H](C)CO)C[C@@H](C)[C@@H](CN(C)S(=O)(=O)c2ccc(Cl)cc2)O3)cc1,0%
CCN(CC(=O)NCc1ccccn1)S(=O)(=O)c1cc(Cl)ccc1Cl,5%
O=C(O)c1ccccc1-c1ccc(/C=C2\SC(=O)N(c3ccccc3)C2=O)o1,-28%
Cc1ccc(Cn2cccc(NS(C)(=O)=O)c2=O)cc1,-6%
C[C@H](NC(=O)c1ccccc1Cl)C(=O)OCC(=O)N1CCN(c2ccccc2)CC1,-1%
COc1ccc(NC(=O)COC(=O)CCSc2ccccc2)cc1,-6%
Cc1ccc2nc(SCC(=O)Nc3ccc(C)c(Cl)c3)nc(=O)n2c1,6%
COc1ccc(C2=C3C(=O)OCC3Cc3ncn(Cc4ccccc4)c32)cc1 (stereo not drawn),-7%
Cn1c(=O)n(CC(=O)O)c(=O)c2c1nc1n2CCCN1Cc1ccccc1,-9%[2.29 µM]
COc1cccc(CNCc2ccco2)c1O,25%
CCCC(C(=O)NCCC(C)C)N(Cc1ccccc1)C(=O)c1snc(C(N)=O)c1N (stereo not drawn),6%
CC(C)N(C(=O)[C@H]1C[C@H](CC(=O)NCCCN(C)C)C(=O)N2CCc3c([nH]c4cc(CCC(=O)N(C)C)ccc34)[C@]12C)C(C)C,-21%
O=C(CN1C(=O)NC2(CCCC2)C1=O)OCc1ccc(F)cc1,13%
CN(CC(=O)Nc1ccc(F)cc1)C(=O)c1ccccc1Sc1ccccc1C#N,6%
CN(Cc1ccc(F)cc1)Cc1nc(-c2ccccc2)no1,15%
OCC[C@@H]1C[C@H](O)[C@@H](O)[C@@]2(OCCCc3ccccc32)O1,3%
COc1ccc(OC)c(NC(=O)COC(=O)CCNc2ccccc2OC)c1,-6%
CC1(C)S[C@@H]2[C@H](NC(=O)COc3ccccc3)C(=O)N2C1C(=O)OCc1cc2ccccc2n1S(=O)(=O)c1ccccc1 (stereo partly drawn),-15%
O=C1C2CCCCN2C(=O)N1CCCCN1CCN(c2ccc(F)cc2)CC1 (stereo not drawn),-9%[2.29 µM]
C[C@@H](NC(=O)c1ncn(Cc2ccccc2)c1C(=O)N[C@H](C)c1ccccc1)c1ccccc1,4%
CCCCNS(=O)(=O)NC(=O)C1=C(N2CCCC2)COC1=O,-6%
CC(NC(=O)c1cc2c(cc1Cl)N1CCCCCC1=NS2(=O)=O)c1ccc(S(N)(=O)=O)cc1 (stereo not drawn),5%
CCCN(CC(=O)Nc1ccccc1OC)C(=O)CCC(=O)c1ccc(F)cc1,1%
Cc1ccccc1-c1nc(CS(=O)(=O)CC(=O)NCc2ccc(F)cc2)c(C)o1,0%
CCOc1ccc(CCNC(=O)COC(=O)COc2cc(C)cc(C)c2)cc1OCC,-2%

# Some of the entries so far, with each value named.
> COc1cccc(CNCc2ccco2)c1O
  L3MBTL1 inh: 25%
> CC1(C)S[C@@H]2[C@H](NC(=O)COc3ccccc3)C(=O)N2C1C(=O)OCc1cc2ccccc2n1S(=O)(=O)c1ccccc1 (stereo partly drawn)
  L3MBTL1 inh: -15%

# 3 compounds from above, ordered by the number in L3MBTL1 inh, highest first.
SMILES,L3MBTL1 inh
Cc1nc2ccc(C(=O)OCC(=O)N(C)c3ccccc3)cc2nc1C,3%
O=C(CCNC(=O)c1ccc(Cl)cc1)Nc1ccc(S(=O)(=O)N2CCCCC2)cc1,-3%
COc1ccc(C2=C3C(=O)OCC3Cc3ncn(Cc4ccccc4)c32)cc1 (stereo not drawn),-7%

# Next entries.
SMILES,L3MBTL1 inh
COc1ccc([C@H]2CC(=O)C=C(c3cccc(C(C)C)c3)C2)cc1OC,-1%
Cc1onc(-c2ccccc2)c1C(=O)NC1CC1,5%
O=C(C[C@H]1C/C=C\C[C@@H](Cc2ccc(F)cc2)C(=O)OC[C@H]2CCCN2C1=O)N[C@H](CO)Cc1ccccc1,7%
CC(=O)c1c(C)[nH]c(C(=O)COC(=O)Cc2ccccc2F)c1C,-9%
CCOC(=O)C(C)Sc1nnc2c3ccccc3n(C)c2n1 (stereo not drawn),-3%
Cc1ccc(C)c(OCCC(=O)Nc2ccc3c(c2)OCO3)c1,-10%
CCN1CCN(S(=O)(=O)c2ccc(Cl)c(C(=O)N(C)Cc3ccccc3)c2)CC1,-3%
COc1ccc(CN2CCN(CCSc3ccc(C)cc3)CC2)c(OC)c1OC,0%
COC(=O)[C@@]12CCCN1[C@H](c1ccc(SC3CCCCC3)cc1)[C@H]1C(=O)N(C)C(=O)[C@H]12,-1%
Cc1cccc(NC(=O)CSCC(=O)N=c2sccn2C)c1,4%
COc1ccc(S(=O)(=O)N2CCCCC2)cc1NS(=O)(=O)c1ccccc1,25%
O=C(CSc1ccccc1C(=O)N1CCN(c2ccccc2)CC1)N1CCCC1,1%
CCN(C[C@H]1N[C@@](CC)(C(=O)OC)[C@H]2C(=O)N(C)C(=O)[C@@H]12)S(=O)(=O)c1ccc(C)cc1,-1%
Cc1ccccc1-c1cccc(CN2CCN(C)C(CCO)C2)c1 (stereo not drawn),2%
CCCCn1c(N)c(N(C)C(=O)c2c(C)nn(-c3ccccc3)c2C)c(=O)[nH]c1=O,-2%
O=C(NC1CC1)c1ccc2c(c1)S(=O)(=O)c1cc(Cl)ccc1C2=O,5%
Nc1ccn(CC(=O)N[C@H](CO)Cc2c[nH]c3ccccc23)c(=O)n1,8%
CN(Cc1ccccc1)C(=O)COC(=O)CNS(=O)(=O)c1ccc2ccccc2c1,5%
Nc1nnc(SCC(=O)Nc2cc(S(=O)(=O)N3CCOCC3)ccc2N2CCCC2)s1,-5%
CN1CCN(C(=O)CN2C(=O)NC(C)(c3ccc4ccccc4c3)C2=O)CC1 (stereo not drawn),0%
O=C(CN1CCCCCCC1)N/N=C/c1ccc([N+](=O)[O-])o1,?
Cc1cccc(N2CCN(S(=O)(=O)c3ccc(Cl)nc3)CC2C)c1 (stereo not drawn),3%
CC(=O)c1sc(NC(=O)CCS(=O)(=O)c2ccc(C)cc2)nc1C,6%

# Part of the list above, as labelled records:
Molecule: CCN(C[C@H]1N[C@@](CC)(C(=O)OC)[C@H]2C(=O)N(C)C(=O)[C@@H]12)S(=O)(=O)c1ccc(C)cc1
  L3MBTL1 inh: -1%
Molecule: Cc1ccccc1-c1cccc(CN2CCN(C)C(CCO)C2)c1 (stereo not drawn)
  L3MBTL1 inh: 2%
Molecule: CCCCn1c(N)c(N(C)C(=O)c2c(C)nn(-c3ccccc3)c2C)c(=O)[nH]c1=O
  L3MBTL1 inh: -2%

# Source: PubChem BioAssay (National Center for Advancing Translational Sciences (NCATS))
